Assay outcomes deposited in PubChem BioAssay by Johns Hopkins Ion Channel Center.
TRPC6 activator: activates the mouse TRPC6 cation channel | 310,000 compounds, 0.13% hits | B-score at 10 µM | HEK293-TRPC6 membrane potential dye fluorescence; hits give high values;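 active = B-score of the integrated fluorescence ratio above library mean plus 3 SD, and starting fluorescence ratio within library mean plus 5 SD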;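 also: higher score means more depolarization so channel activation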
Target sequence (Q61143 whole entry, looked up): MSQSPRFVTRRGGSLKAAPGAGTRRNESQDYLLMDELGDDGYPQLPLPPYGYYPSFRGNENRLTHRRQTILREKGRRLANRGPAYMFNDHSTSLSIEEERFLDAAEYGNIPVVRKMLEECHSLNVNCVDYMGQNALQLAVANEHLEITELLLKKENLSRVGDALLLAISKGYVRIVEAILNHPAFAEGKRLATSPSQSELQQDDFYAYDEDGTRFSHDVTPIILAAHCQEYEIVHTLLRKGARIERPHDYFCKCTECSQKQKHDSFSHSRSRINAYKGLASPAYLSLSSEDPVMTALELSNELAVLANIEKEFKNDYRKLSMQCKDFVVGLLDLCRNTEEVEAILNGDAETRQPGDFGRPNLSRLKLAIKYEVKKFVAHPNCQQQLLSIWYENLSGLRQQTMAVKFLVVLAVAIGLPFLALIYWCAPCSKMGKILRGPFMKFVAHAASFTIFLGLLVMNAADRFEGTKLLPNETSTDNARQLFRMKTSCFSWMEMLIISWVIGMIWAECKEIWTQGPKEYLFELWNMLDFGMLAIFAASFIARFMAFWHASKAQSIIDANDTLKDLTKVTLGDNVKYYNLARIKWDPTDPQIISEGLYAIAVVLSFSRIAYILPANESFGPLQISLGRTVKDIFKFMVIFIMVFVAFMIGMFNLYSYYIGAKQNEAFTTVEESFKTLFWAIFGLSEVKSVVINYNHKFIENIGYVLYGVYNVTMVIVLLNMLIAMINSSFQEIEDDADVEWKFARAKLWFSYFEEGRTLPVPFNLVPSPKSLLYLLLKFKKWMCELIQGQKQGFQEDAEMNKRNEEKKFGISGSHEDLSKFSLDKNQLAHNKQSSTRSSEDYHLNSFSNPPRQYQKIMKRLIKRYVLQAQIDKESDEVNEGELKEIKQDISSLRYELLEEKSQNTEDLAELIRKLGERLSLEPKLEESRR
TRPC4 block: TRPC4 (mouse) channel inhibition | Q9QUQ5 | 300,000 compounds, 0.39% hits | HEK293 TRPC4beta/mu-opioid, DAMGO-evoked Fluo4 calcium flux; hits give low values | B-score at 10 µM;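 active = B-score over 3 SD under the library average, no early fluorescence shift, positive overall ratio signal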
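test system = HEK293 cells with stable TRPC4beta plus mu-opioid receptor expression | detection = Fluo4 Ca2+ flux fluorescence | read-out = integrated fluorescence ratio relative to baseline, converted to per-well B score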
ANO1 activ: activates or potentiates the mouse TMEM16A chloride channel; 340,000 compounds, 0.3% hits; HEK293 TMEM16A/YFP-H148Q/I152L, iodide quench fluorescence; hits give low values; Q8BHY3; B-score at 10 µM; AID 623877;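 active = fluorescence-ratio B-score plate-corrected deviation score at least 3 library SD below zero, with starting fluorescence score within 5 deviations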;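 also: channel opened by trigger with iodide after compound preincubation; score built on the fluorescence ratio of max minus min over baseline; more negative score means more quench and so TMEM16A activation or potentiation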
TRPC4 agonist: TRPC4 (mouse) channel activation. Q9QUQ5. AID 2237. HEK293 TRPC4beta/mu-opioid, Fluo4 calcium fluorescence; hits give high values. 310,000 compounds, 0.49% hits. B-score at 10 µM;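 active = B-score above 5 SD of library B-scores, and initial fluorescence ratio not above library mean plus 5 SD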;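 also: positive B-score marks a calcium rise read as TRPC4 activation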
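System: HEK293 cells stably co-expressing mouse TRPC4beta and mu-opioid receptor; Schedule: Fluo4 dye loading 45 min at room temperature, 110 s recording; Detection: Fluo4 fluorescence, kinetic; Evaluation: B-scored integrated calcium fluorescence ratio; Controls: buffer (low) and maximal DAMGO (high).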
ANO1 block: blocks the mouse calcium-activated chloride channel TMEM16A; Q8BHY3; HEK293 TMEM16A/YFP iodide influx fluorescence, ionomycin; normalized B-score (activity score, 25-100; higher = stronger inhibition) at 10 µM; 310,000 compounds, 1.2% hits; AID 588511;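 active = ratio plate-corrected score three or more library SD toward inhibition, starting fluorescence score within five deviations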;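 also: score derived from kinetic fluorescence span divided by baseline fluorescence per well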
MrgX1 antag: human MrgX1 receptor antagonism, primary screen. Q96LB2. MRGX1-HEK293 calcium flux, Fluo-4, BAM8-22 antagonism; hits give low values. B-score at 10 µM. 310,000 compounds, 1.3% hits. AID 588676;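 active = calcium-response B-score plate-corrected more than 3 library SD below zero, starting fluorescence within 5 deviations, no agonist response on first addition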;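 also: peak minus trough fluorescence over baseline after final BAM8-22 challenge near maximal dose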
RGS4 block: inhibitors of human RGS4; P49798; HEK293 M3R/RGS4 inducible, Fluo-4 calcium flux; hits give high values; triggered by carbachol at its EC20; B-score at 10 µM; 310,000 compounds, 0.45% hits; AID 463165;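 active = B-score, a plate-corrected calcium signal, over three deviations above library mean, with baseline fluorescence within five deviations of library mean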;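 also: RGS4 expression induced by doxycycline in cells with stable M3 receptor; B-score is computed from the integrated fluorescence ratio over baseline after carbachol; higher B-score means a larger calcium signal and so more RGS4 inhibition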
MrgX1 PAM: human MrgX1 positive allosteric modulation, primary screen. Q96LB2. MrgX1-HEK293, Fluo-4 calcium flux, FDSS; hits give high values. B-score at 10 µM. 310,000 compounds, 0.63% hits. AID 588675;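 active = plate-corrected calcium response at least 3 library SD above typical, normal starting fluorescence, not activating the receptor alone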;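 also: compound read alongside a low EC10 to EC30 dose of BAM8-22 agonist; peak minus trough fluorescence over baseline measured at the second addition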
MrgX1 agonist: human MrgX1 receptor agonism, primary screen | B-score at 10 µM | AID 588627 | MrgX1-HEK293 cells, Fluo-4 calcium fluorescence, agonist mode; hits give high values | 310,000 compounds, 0.44% hits | Q96LB2;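 active = calcium response B-score plate-corrected fluorescence ratio at least 3 library SD, with starting fluorescence B-score inside 5 SD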
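System – MrgX1-expressing HEK293 cells · Incubation – cells plated overnight, dye loaded 0.5 h 37 °C, 0.5 h room temperature · Technique – kinetic Fluo-4 NW fluorescence of intracellular calcium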
TRPC6 inhibitor: blocks the mouse TRPC6 cation channel; 310,000 compounds, 1.1% hits; HEK293-TRPC6, membrane potential dye, ACh-evoked depolarization; hits give low values; B-score at 10 µM;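 active = B-score under library mean minus 3 SD, initial fluorescence not abnormally high, positive integrated signal ratio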;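 also: B-score derived from integrated fluorescence ratio over the kinetic read; more negative B-score means stronger inhibition of depolarization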
TRPC4 PAM: TRPC4 (mouse) allosteric potentiation; HEK293 TRPC4beta/mu-opioid, DAMGO EC20, Fluo-4 Ca2+ flux; hits give high values; B-score at 10 µM; 310,000 compounds, 0.42% hits;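 active = B-score of calcium response area above 5 SD of library B-scores, with initial fluorescence ratio within 5 SD of library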;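 also: B-score of integrated fluorescence ratio over time as area under calcium response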
* hit, by the source's call; i = inactive; · = not tested or not shown.

SMILES | TRPC6 activator | TRPC4 block | ANO1 activ | TRPC4 agonist | ANO1 block | MrgX1 antag | RGS4 block | MrgX1 PAM | MrgX1 agonist | TRPC6 inhibitor | TRPC4 PAM
O=C(NCC1CCCO1)NC1(C(F)(F)F)Oc2ccccc2O1 (stereo not given) | i | i | i | i | i | i | i | i | i | i | i
CN1CCN(C(CNC(=O)Nc2ccc(Cl)cc2)c2ccc(F)cc2)CC1 (stereo not given) | i | i | i | i | i | i | i | i | i | i | i
Fc1ccccc1COc1ccc(Br)cc1CNCc1cccnc1 | i | i | i | i | i | i | i | i | i | i | i
CC(=O)c1cn(N(C)c2ncc(C(F)(F)F)cc2Cl)c(=O)[nH]c1=O | i | i | i | i | i | i | i | i | i | i | i
CCCn1c(SCC(=O)Nc2sc(C)c(C)c2C(=O)OCC)nc2c1c(=O)n(C)c(=O)n2C | i | i | i | i | i | i | i | i | i | i | i
Cc1ccc2c(c1)NC(c1cccs1)C1=C(CC(C)(C)CC1=O)N2 (stereo not given) | i | i | -5.1* | i | i | i | i | i | i | i | i
CCC(=O)Nc1cccc(-c2nnc(SCC(=O)NCc3ccco3)n2C)c1 | i | i | i | i | i | i | i | i | i | i | i
O=C(C1CCCN1S(=O)(=O)c1ccc(Br)cc1)N1CCOCC1 (stereo not given) | i | i | i | i | i | i | i | i | i | i | i
CS(=O)(=O)c1ccc(Cl)c(NC(=O)CSc2nncn2-c2ccccc2)c1 | i | i | i | i | i | i | i | i | i | i | i
COc1ccc(CCNC(=O)CSc2ccc(-c3ccncc3)nn2)cc1 | i | i | i | i | i | i | i | i | i | i | i
COc1cccc(-n2c(C)cc(/C=C3/C(=N)N4C(=NC3=O)SN=C4S(C)(=O)=O)c2C)c1 | i | i | i | i | i | i | i | 32* | i | i | i
COc1ccc(C(=O)N/N=C/c2cn[nH]c2-c2ccc(OC)cc2OC)cc1 | i | i | i | i | i | i | i | i | i | i | i
COC(=O)c1ccc(NC(=O)CSc2nnc(COc3ccccc3)n2C)cc1 | i | i | i | i | i | i | i | i | i | i | i
Cc1ccc(C(=O)NCC(=O)OCC(=O)Nc2ccccc2C#N)s1 | i | i | i | i | i | i | i | i | i | i | i
Cc1nc2ncccn2c1-c1csc(Nc2ccc(N(C)C)cc2)n1 | i | i | i | i | · | · | i | · | · | i | i
O=C(CC(c1ccccc1)c1cc(Br)ccc1O)NCc1ccco1 (stereo not given) | i | i | i | i | i | i | i | i | i | i | i
COc1ccccc1C1NC(=O)NC(C)=C1C(=O)OC1CCCCC1 (stereo not given) | i | i | i | i | i | i | i | i | i | i | i
Cc1ccc(NC(=O)Cn2ncc3ccccc32)c(Cl)c1 | i | i | i | i | i | i | i | i | i | i | i
COC(=O)c1c(NC(=O)C2(C)Cc3ccccc3C(=O)O2)sc2c1CCCC2 (stereo not given) | i | i | i | i | i | i | i | i | i | i | i
COc1nccnc1NS(=O)(=O)c1ccc(NCc2ccccc2O)cc1 | i | i | i | i | i | i | i | i | i | i | i
COc1ccc(C(CC(=O)NCc2ccccc2)Sc2n[nH]c(-c3ccc(Cl)cc3)n2)cc1 (stereo not given) | i | i | i | i | i | i | i | i | i | i | i
CN(C)/C=N/C(=S)Nc1ccc(Cl)cc1 | i | i | i | i | i | i | i | i | i | i | i
COc1cc([N+](=O)[O-])ccc1NC(=O)COC(=O)C=C(C)C | i | i | i | i | i | i | i | i | i | i | i
CC(C)CC(=O)c1c[nH]c(C(=O)N2CCN(Cc3ccccc3)CC2)c1 | i | i | i | i | i | i | i | i | i | i | i
Oc1[nH]c2ccc(Br)cc2c1N=Nc1nn[nH]n1 | i | i | i | i | i | i | i | i | i | i | i

The final 3 records of the section above open the next one.
SMILES | TRPC6 activator | TRPC4 block | ANO1 activ | TRPC4 agonist | ANO1 block | MrgX1 antag | RGS4 block | MrgX1 PAM | MrgX1 agonist | TRPC6 inhibitor | TRPC4 PAM
COc1cc([N+](=O)[O-])ccc1NC(=O)COC(=O)C=C(C)C | i | i | i | i | i | i | i | i | i | i | i
CC(C)CC(=O)c1c[nH]c(C(=O)N2CCN(Cc3ccccc3)CC2)c1 | i | i | i | i | i | i | i | i | i | i | i
Oc1[nH]c2ccc(Br)cc2c1N=Nc1nn[nH]n1 | i | i | i | i | i | i | i | i | i | i | i
Cc1cc(C)cc(N(C(=O)c2csnn2)C(C(=O)NC2CCCC2)c2ccccn2)c1 (stereo not given) | i | i | i | i | i | i | i | i | i | i | i
CCn1c(SCC(=O)Nc2nccs2)nnc1-c1ccccn1 | i | i | i | i | i | i | i | i | i | i | i
COc1nc(N=C(N)N)nc2c(C)cccc12 | i | i | i | i | i | i | i | i | i | i | i
O=C(Nc1ccc(S(=O)(=O)Nc2ccccn2)cc1)C(F)(F)F | i | i | i | i | i | i | i | i | i | i | i
COc1cc(/C=C(\C#N)C(=O)NC(C)C)cc(Cl)c1O | i | i | i | i | i | i | i | i | i | i | i
O=c1[nH]c2c(=O)[nH]cnc2nc1-c1ccccc1 | i | i | i | i | i | i | i | i | i | i | i
COc1ccc(-c2nc(CSCC(=O)NCCCN3CCCC3=O)c(C)o2)cc1OC | i | i | i | i | i | i | i | i | i | i | i
C=CCOc1c(Cl)cc(CNc2ccc3[nH]c(=O)[nH]c3c2)cc1OC | i | i | i | i | i | i | i | i | i | i | i
CCOC(=O)CN1N=C(/C=C/c2ccc(OCC)cc2)CCC1=O | i | i | i | i | i | i | i | i | i | i | i
COc1ccc(OCCSc2nnc(C(C)NC(=O)c3ccccc3F)n2C)cc1 (stereo not given) | i | i | i | i | i | i | i | i | i | i | i
COc1ccc(NC2CCCN(C(=O)c3cccnc3SC)C2)cc1OC (stereo not given) | i | i | i | i | i | i | i | i | i | i | i
Nc1ccccc1C(=O)NNc1ncc(C(F)(F)F)cc1Cl | i | i | i | i | i | i | i | i | i | i | i
O=C(Nc1cccc(-c2ccc(N3CCCCC3)nn2)c1)C(F)(F)F | i | i | i | i | i | i | i | i | i | i | i
CC(=O)N1CCCc2cc(S(=O)(=O)N3CCCC(C(=O)NCc4ccccc4)C3)ccc21 (stereo not given) | i | i | i | i | i | i | i | i | i | i | i
COc1cc(/C=N/NC(=S)NC2CC3CC2C2C=CCC32)ccc1O (stereo not given) | i | i | i | i | 100* | i | i | i | i | i | i
O=C(CCCc1ccccc1)NCCN1CCOCC1 | i | i | i | i | i | i | i | i | i | i | i
CC(=O)N1c2ccc(S(=O)(=O)N3CCCC3)cc2CC1C(=O)NCc1cccc(F)c1 (stereo not given) | i | i | i | i | i | i | i | i | i | i | i
CCn1c(CNC(=O)Cc2ccc(OC)cc2)nnc1SCC(=O)NC1CCCCC1 | i | i | i | i | i | i | i | i | i | i | i
C=CCOC(=O)C1=C(C)NC(=S)NC1c1cccs1 (stereo not given) | i | i | i | i | i | i | i | i | i | i | i
C[C@@H]1C=C(C(=O)O)O[C@H](OCc2ccc(CO)cc2)C1 | i | i | i | i | i | i | i | i | i | i | i
CN(Cc1ccccc1)C(=O)Cn1c(=O)c2cccn2c2cccnc21 | i | i | i | i | i | i | i | i | i | i | i
C=CCn1c(SCC(=O)N2CCCCCC2)nc2ccccc2c1=O | i | i | i | i | i | i | i | i | i | i | i
CC(C)(C)Cc1nnc(NC(=O)CSc2ccccc2)s1 | i | i | i | i | i | i | i | i | i | i | i
COc1ccccc1CN1C(=NC(=O)CCC2CCCC2)SC2CS(=O)(=O)CC21 (stereo not given) | i | i | i | i | i | i | i | i | i | i | i
O=C(c1ccc(F)cc1F)N1CCN(c2ncccn2)CC1 | i | i | i | i | i | i | i | i | i | i | i
Continued:
SMILES | TRPC6 activator | TRPC4 block | ANO1 activ | TRPC4 agonist | ANO1 block | MrgX1 antag | RGS4 block | MrgX1 PAM | MrgX1 agonist | TRPC6 inhibitor | TRPC4 PAM
CCN(CC(=O)Nc1ccc(Br)c(C)c1)CC(=O)NC(C)C | i | i | i | i | i | i | i | i | i | i | i
CCn1c2ccc(C)cc2c2nnc(SCCN3CCCCC3)nc21 | i | i | · | i | i | i | i | i | i | i | i
Cc1cc(C)n(C(=O)c2ccc([N+](=O)[O-])cc2Cl)n1 | i | i | i | i | i | i | i | i | i | i | i
COP1(=O)C[C@@H](O)[C@@H](O)[C@@H](COCc2ccccc2)O1 (stereo not given in full) | i | i | i | i | i | i | i | i | i | i | i
CNC(=O)COc1ccc2oc3c(c2c1)CCCC3 | i | -6* | i | i | i | i | i | i | i | i | i
CC1CCCCN1C(=O)CNCC1CCCO1 (stereo not given) | i | i | i | i | i | i | i | i | i | i | i
O=C(Nc1cccc(-c2csc(Nc3cccc(C(F)(F)F)c3)n2)c1)c1cc([N+](=O)[O-])cc(C(F)(F)F)c1 | i | i | i | i | i | i | i | i | i | i | i
O=S(=O)(NCc1csc(-c2cccnc2)n1)c1ccc2c(c1)OCCO2 | i | i | i | i | i | i | i | i | i | i | i
Cc1cnc(NC(=O)CSc2nnc(COc3c(C)cccc3C)o2)s1 | i | i | i | i | i | i | i | i | i | i | i
Cc1ccc(NC(=O)c2noc(C(C)C)c2[N+](=O)[O-])cc1 | i | i | i | i | i | i | i | i | i | i | i
CNC(=S)NNC(=O)Cc1ccc(OC)cc1 | i | i | i | i | i | i | i | i | i | i | i
Cc1cc(C)n(-c2ccc(C(=O)O)cc2[N+](=O)[O-])n1 | i | i | i | i | i | i | i | i | i | i | i
O=C(C1=C[C@@H](c2csc3ccccc23)C[C@@H](OCCCCO)O1)N1CCN(Cc2ccc3c(c2)OCO3)CC1 | i | i | i | i | i | i | i | i | i | i | i
O=C(NC1CCCCC1)C(c1cccnc1)N(C(=O)CCl)c1ccccc1Cl (stereo not given) | i | i | i | i | i | i | i | i | i | i | i
COc1ccc(C(=O)Oc2cccnc2)cc1OC | i | i | i | i | i | i | i | i | i | i | i
